E coli growth – counter-screen for AddAB inhibitors: E. coli growth inhibition. E. coli V3065 growth, OD600 absorbance, 18 h. inhibition, % at 11.9 µM. AID 449728. 0.27% of 330,000 active;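 active = inhibition above the campaign's mean inhibition across all tested compounds plus 3 SD, cut at about 9.9% in these data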;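 also: uninfected addAB+ strain grown without phage in ampicillin broth; 0% = DMSO wells and 100% = ciprofloxacin 0.95 µg/ml wells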
Mot1-301 SUMO – SUMOylation pathway inhibition by Mot1-301 growth rescue; S. cerevisiae Mot1-301 growth rescue, ATP luminescence, 38.5C; percent above DMSO median, 100 means doubled; growth rescue, % at 18.8 µM; 1% of 320,000 active;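 active = every valid replicate shows activation above 250% relative to neutral control wells; inactive = the rest, any valid replicate at or below 250%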;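 also: OY570 slx delta 5 strain wells were the positive control but not used for scaling; some compounds called inactive have numbers as strong as hits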
MOR-DOR ag – OPRM1-OPRD1 heterodimerization agonism | cells, luminescence | P35372+P41143 | activation, % at 9.3 µM | AID 504326 | 0.3% of 340,000 active; in the data active = activation above about 18%;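 also: 0% = vehicle-treated cells and 100% = reference agonist; values of inactives mirror those of a sister screen read the other way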
AddAB inh – less growth of phage-infected E. coli with AddAB. 0.29% of 330,000 active. E. coli expressing H. pylori AddAB, absorbance growth. inhibition, % at 11.9 µM; in the data active = inhibition above about 12%;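 also: 0% = vehicle wells of infected cells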
HTR5A inv ag – HTR5A inverse agonism, opioid heterodimer counter-screen; HTR5A cell line, luminescence; AID 504634; 0.083% of 340,000 active; P47898; inhibition, % at 9.3 µM; in the data active = inhibition mostly above about 23%, no sharp cut-off; inactive = mostly below about 18%;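 also: 0% = cells with DMSO and 100% = no-cell wells with DMSO; some compounds called inactive have numbers as strong as hits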
Target sequence (P47898 whole entry, looked up): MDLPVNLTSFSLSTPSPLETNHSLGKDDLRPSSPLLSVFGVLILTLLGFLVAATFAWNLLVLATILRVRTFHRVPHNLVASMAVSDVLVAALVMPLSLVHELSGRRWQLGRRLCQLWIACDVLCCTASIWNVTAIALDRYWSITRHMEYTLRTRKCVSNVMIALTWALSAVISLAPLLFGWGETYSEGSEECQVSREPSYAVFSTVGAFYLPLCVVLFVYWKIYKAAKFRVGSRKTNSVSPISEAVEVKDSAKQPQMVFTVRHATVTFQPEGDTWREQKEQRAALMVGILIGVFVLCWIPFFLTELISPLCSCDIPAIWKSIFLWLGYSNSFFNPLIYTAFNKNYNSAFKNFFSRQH
Tat transport – blocks Tat-dependent protein export in E. coli. E. coli MC4100 TorA-mCherry Tat export, fluorescence. AID 488895. 0.036% of 340,000 active. inhibition, % at 10 µM;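 active = mean replicate inhibition at least 50% and at least half of replicates individually reaching 50%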;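 also: exported cargo escapes ClpAP degradation while cytoplasmic cargo is degraded and loses fluorescence; 0% = median of neutral control wells and 100% = median of NaSCN control wells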
OPRM1-OPRD1 inv – inverse agonist of human OPRM1-OPRD1 heterodimerization; cell-based MOR-DOR heterodimer luminescence, inverse agonism; inhibition, % at 9.3 µM; 0.21% of 340,000 active; P35372+P41143; in the data active = inhibition above about 22%, passing the limit was not always enough;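 also: 0% = cells with DMSO and 100% = wells without cells with DMSO; values of inactives mirror those of a sister screen read the other way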
phage Ecoli inh – E. coli growth loss with phage present; growth absorbance; inhibition, % at 11.9 µM; 0.26% of 360,000 active; AID 651602; in the data active = inhibition above about 11%
PfHsp90 set2 – growth inhibition of yeast expressing Plasmodium Hsp90. S. cerevisiae expressing PfHsp90, BacTiter-Glo ATP, 48 h; yeast lacking PDR1 and PDR3 efflux regulators. AID 504621. 0.32% of 310,000 active. inhibition, % at 9.4 µM;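 active = every replicate shows inhibition above about 80%, whatever the replicate mean, limit read from the data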;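 also: 0% = DMSO neutral controls and 100% = 20 µM radicicol positive controls; yeast relying on Plasmodium falciparum Hsp90 in place of its own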
PKA-R1A act – PKA-R1A complex activation; P00514+P68181; PKA-R1A dissociation, Cy5-IP20 fluorescence polarization; scaled: DMSO 0%, 113 µM cGMP 100%; activation, % at 11.4 µM; 0.083% of 340,000 active;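 active = percent activation above the mean of all tested compounds plus 3 SD, cut at about 19% in these data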;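 also: higher means more PKAc released from R1A so a rise in polarization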
PKA-R2B act – activates the human PKA-R2B holoenzyme complex; P22694+P31323; PKA-R2B holoenzyme dissociation, Cy5-IP20 fluorescence polarization; R2B truncated from residue 108, S112A mutant; 0% DMSO only, 100% 113 µM cGMP; activation, % at 11.4 µM; 0.079% of 340,000 active; AID 504700;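 active = activation above a cutoff set at the mean over all compounds plus 3 SD, cut at about 18% in these data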;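 also: higher means more holoenzyme dissociation and a rise in polarization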
Target sequence (P31323 whole entry, looked up, other chains not shown, the tested form may be a part): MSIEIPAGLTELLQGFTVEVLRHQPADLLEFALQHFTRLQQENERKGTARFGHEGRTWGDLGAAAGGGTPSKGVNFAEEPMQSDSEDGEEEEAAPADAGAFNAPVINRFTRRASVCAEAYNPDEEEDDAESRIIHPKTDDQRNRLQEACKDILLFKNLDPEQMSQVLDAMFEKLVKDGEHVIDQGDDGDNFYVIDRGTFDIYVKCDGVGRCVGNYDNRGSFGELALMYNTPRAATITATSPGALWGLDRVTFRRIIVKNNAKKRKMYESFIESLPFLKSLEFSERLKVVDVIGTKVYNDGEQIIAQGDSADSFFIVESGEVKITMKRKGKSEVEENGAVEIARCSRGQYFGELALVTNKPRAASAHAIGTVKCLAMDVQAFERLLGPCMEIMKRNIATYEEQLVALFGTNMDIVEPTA
Starred values were filed as active, the others as inactive; . = not tested or not shown.

mol,PKA-R1A act,PfHsp90 set2,phage Ecoli inh,Mot1-301 SUMO,PKA-R2B act,AddAB inh,Tat transport,E coli growth,OPRM1-OPRD1 inv,MOR-DOR ag,HTR5A inv ag
CCCS(=O)(=O)N1CCN(Cc2c[nH]c3ccccc23)CC1,-3,13,2.4,8,-6,2.4,3,1.1,-2,0.4,-1
Cc1cc(C)c(C(=O)OCC(=O)Nc2cccc(S(=O)(=O)N3CCCCC3)c2)c(C)c1,-8,.,3.7,-9,-7,-1.9,6,-0.8,-40,6.2,-22
O=C(CCCN1CCOC(c2ccccc2)C1)c1ccc(F)cc1 (stereo unspecified),0,-1,1.5,87,9,2.9,11,1.3,10,-2.1,-8
CCc1nnc(NC(=O)CCC(=O)N2CCN(S(=O)(=O)c3cc(Cl)ccc3OC)CC2)s1,-17,-23,-0.6,-11,-3,3.8,-2,3.2,-2,0.4,-37
O=C(C1=C[C@H](c2coc3ccccc3c2=O)C[C@H](OCc2ccc(CO)cc2)O1)N1CCN(Cc2ccc3c(c2)OCO3)CC1,-7,-19,2.1,11,-10,2.2,-2,1.5,15,-2.8,4
O=C(NCc1cccc(Cl)c1)c1cccnc1,-6,3,1.9,-9,1,1.6,-9,1.6,7,-1.2,-19
O=C(Nn1c(C2CCCCC2)nc2ccccc2c1=O)c1ccc([N+](=O)[O-])cc1Cl,-9,-21,4.2,-10,2,5.3,-7,3.5,-33,5.1,5
CC(C)CCNc1nc(N)c([N+](=O)[O-])c(NCCO)n1,-7,18,0.4,1,-1,0.4,-5,0.6,7,-1.4,12
O=C(NN1C(=O)C2C3C=CC(C4CC34)C2C1=O)c1cccc(Cl)c1 (stereo unspecified),-3,-4,1.7,-7,-8,0.5,-1,-0.6,9,-1.6,-4
CCNc1nc(NC(C)C)nc(SCCOC(=O)c2ccccc2)n1,-6,-6,5.8,3,3,2.9,1,-1.8,-33,6.2,-14
COc1cc(/C=N/NC(=O)Cc2csc(N3CCOCC3)n2)cc(OC)c1O,-1,1,6.3,-2,-9,-3.8,4,0.4,10,-2.2,12
O=C(CCOc1ccccc1)Nc1ccc([N+](=O)[O-])cc1,-9,2,4.2,-7,-5,1.6,-3,-0.6,7,-1.0,9
Cc1ccc(S(=O)(=O)Nc2c(C)nn(C)c2C)c(C)c1,2,.,2.6,-17,2,1.7,-3,1.1,5,-0.9,9
CN(CC(=O)NCCc1ccccn1)S(=O)(=O)c1ccc(Cl)cc1,4,0,4.1,14,-9,0.0,-10,0.8,2,-0.3,4
Cc1cc(C)c2c(N)c(C(=O)NC3CCCC3)sc2n1,-11,18,4.9,-14,-4,2.1,-12,0.1,12,-2.3,1
COCCn1nnnc1C(c1ccc(OC)cc1)N1CCC(C)CC1 (stereo unspecified),-8,4,2.0,-17,-17,4.7,0,-0.3,15,-3.5,-28
Cc1csc(SCC(=O)NCCc2ccc(Cl)cc2)n1,0,1,-0.3,-9,1,-0.2,-1,-2.8,13,-2.5,5
COc1ccc(N2CCN(C(=O)COC(=O)c3cnccn3)CC2)cc1,-7,2,-1.5,41,-9,2.3,19,0.2,5,-0.9,3
O=C1NCC2=C1C(c1ccccc1)Nc1ccccc1N2 (stereo unspecified),5,5,0.7,-8,0,-1.6,-5,0.4,2,-0.4,2
O=C(Nc1ncc(Cc2ccccc2Cl)s1)c1ccc([N+](=O)[O-])cc1,2,-7,2.7,-5,-6,0.2,-13,-1.1,2,-0.4,-2
CCn1c(SCc2ccccc2)nnc1C1CCN(S(=O)(=O)c2ccc(OC)cc2)CC1,-14,-15,1.1,.,-14,3.0,6,2.2,-1,0.1,17
COc1ccc(N(CC(=O)N2CCN(Cc3ccc4c(c3)OCO4)CC2)S(C)(=O)=O)cc1OC,-7,-4,0.2,-13,-4,-0.6,1,0.8,5,-0.9,-8
CC(=O)c1ccc(OCc2cc(C(=O)NC(C)CCn3cccn3)no2)cc1 (stereo unspecified),5,14,-0.9,0,1,0.2,-6,1.7,-3,0.9,-7
CCCn1c(N)c(C(=O)CSc2ncnc3sccc23)c(=O)n(C)c1=O,3,.,3.8,.,5,.,16,.,3,-0.5,10
O=C(Nc1ccc(C(=O)O)cc1)/C(=C\c1ccc([N+](=O)[O-])cc1)NC(=O)c1ccc(Br)cc1,-3,-23,0.9,-5,-20,0.2,2,0.0,11,-2.4,-9

(list continues)
mol,PKA-R1A act,PfHsp90 set2,phage Ecoli inh,Mot1-301 SUMO,PKA-R2B act,AddAB inh,Tat transport,E coli growth,OPRM1-OPRD1 inv,MOR-DOR ag,HTR5A inv ag
N#CC12C(=O)NC(=O)C1(C#N)C21CCCC1 (stereo unspecified),-1,-9,2.5,.,3,.,-4,.,12,-2.5,-7
O=C(NCCCNC(=O)c1ccccn1)c1cccc(F)c1,-10,-127,0.1,1,0,0.7,2,-2.3,8,-1.2,-2
CC(C)Oc1ccc(C(CC(=O)N(C)CCC#N)c2ccc(F)cc2)cc1 (stereo unspecified),-13,-10,2.4,-11,-3,3.7,-7,2.9,3,-0.5,-6
CCn1nnnc1SCC(=O)NCc1cccs1,-2,-7,1.7,.,2,1.3,8,-0.4,10,-1.7,4
CCOC(=O)c1ccc(NC(=O)N2CCc3ccccc32)cc1,6,-11,-0.2,-22,-7,-0.9,0,-3.7,-7,1.2,-12
CCS(=O)(=O)c1ncc(Cl)c(C(=O)Nc2ccc(S(=O)(=O)N3CCC(C)CC3)cc2)n1,0,-17,-2.5,4,-5,-0.9,-4,0.2,14,-2.7,13
CCCn1c(N)c(N(CCOC)C(=O)CSCC(=O)Nc2ccc(OC)cc2)c(=O)[nH]c1=O,6,.,1.5,-15,-16,-2.7,-5,-3.4,11,-2.2,12
CCOC(=O)c1cnc2nc(C)[nH]n2c1=O,-1,-11,1.4,8,-8,3.5,-5,-4.4,11,-2.4,11
O=C1C(=Cc2ccco2)C(=O)c2ccccc21,14,4,1.0,-4,5,2.0,0,-1.0,-10,1.8,13
COc1ccccc1-c1oc2ccccc2c1C#CC1(N)CCCCC1,-4,1,4.0,23,-3,4.0,-1,2.5,-26,4.9,-22
O=C(O)C1=C(C(=O)N2CCN(C(=O)c3ccco3)CC2)CCCC1,-16,-28,1.4,2,-7,-0.6,-9,-0.1,8,-1.6,-3
Cc1cc(C)nc(Nc2nc(C)c3cc4c(cc3n2)OCO4)n1,-1,.,3.4,0,-2,-0.3,2,-2.7,8,-1.3,-14
c1ccc(-n2nc3c(ccc4cnnc43)[nH]2)cc1,-2,-17,-1.4,11,-1,1.6,-2,-0.5,14,-3.4,-37
CCN(CCCNC(=O)Cn1cc2c(n1)CCCC2)c1cccc(C)c1,-2,1,3.3,77,4,2.2,-8,-1.2,0,-0.1,12
CS(=O)(=O)N1CCC(C(=O)Nc2ccc(F)cc2)CC1,-1,5,1.2,-7,10,2.3,8,-2.4,15,-3.4,-16
Cc1cc(OCCOCCN(C)CCO)cc(C)c1Cl,-3,1,3.0,3,13,-2.1,-3,0.7,10,-1.7,-5
O=c1[nH]c(C2CCN(S(=O)(=O)c3cccc(Cl)c3)CC2)nc2c1nnn2Cc1ccccc1,-16,-6,0.8,.,-1,.,4,.,-2,0.2,3
CCC(C)[C@H](NS(=O)(=O)c1ccc(C)cc1)C(=O)N1CCC(C(=O)N[C@@H](Cc2ccccc2)C(=O)O)CC1 (stereo partly specified),-5,3,1.3,-4,-11,0.3,-4,-1.3,12,-2.3,-14
COc1ccccc1NC(=O)Oc1ccc(NC(=O)c2ccco2)cc1,-7,.,3.0,3,-5,3.5,-7,1.2,2,-0.3,-13
CCOC(=O)[C@@H]1[C@H]2COc3ccc(Br)cc3[C@H]2N2C(=O)N(c3ccc(Cl)cc3)C(=O)[C@]12C,10,-5,6.4,3,3,3.4,-6,4.7,-19,3.3,5
O=c1c2ccccc2n2c(-c3cccc(F)c3)nnc2n1Cc1ccccc1,13,-4,2.5,12,15,0.4,-10,1.9,8,-1.4,-13
COc1ccc(NS(=O)(=O)c2cn(C)cn2)c(OC)c1,-8,-8,-0.1,2,-17,1.2,-3,2.5,11,-2.1,6
COc1ccc(NC(=O)c2ccco2)cc1NC(=O)c1cc2ccccc2o1,14,.,1.3,-26,4,4.2,8,1.7,16,-2.7,-14
CCOc1ccccc1C1NC(=O)NC(C)=C1C(=O)OC1CCCC1C (stereo unspecified),1,10,2.1,1,2,0.7,13,0.2,-14,2.5,-8
CCC(=O)c1ccc(N2CCN(C(=O)c3cccs3)CC2)c(F)c1,-5,10,3.4,-3,-8,0.5,-4,-1.2,1,-0.2,15

Further results.
mol,PKA-R1A act,PfHsp90 set2,phage Ecoli inh,Mot1-301 SUMO,PKA-R2B act,AddAB inh,Tat transport,E coli growth,OPRM1-OPRD1 inv,MOR-DOR ag,HTR5A inv ag
Cc1cc(C)c(C#N)c(SCc2[nH]nc3c2C(c2ccc(F)cc2)C(C#N)=C(N)O3)n1 (stereo unspecified),0,.,1.9,93,0,3.4,5,-1.2,20,-3.4,-21
COC(=O)c1ccccc1NC(=O)Cn1c(=O)oc2ccc(Cl)cc21,-9,30,2.9,.,-13,1.7,0,-1.9,22,-4.1,6
Cc1ccc(/C=N/NC(=O)c2ccc(-n3cccc3)cc2)o1,-3,5,-3.2,27,1,.,1,.,7,-1.4,14
O/N=C/c1ccc2cccc(OCc3ccccc3)c2n1,5,-4,-0.3,13,-5,0.3,3,0.2,6,-1.4,-3
O=C(NCC1CCCCC1)c1ccc(Cl)nc1,0,-1,2.3,-13,0,5.7,2,-0.6,13,-2.0,-7

High-throughput results from PubChem.
